# Source: PubChem (National Center for Advancing Translational Sciences (NCATS))
# Akt phos inh = HTS Assay for Inhibitors of Akt Phophorylation: Primary Screen; Neuro2A IGF-stimulated pAkt S473 HTRF, 20 min; active compounds read low; hit rate 0.32% among 360,000; activity change, % for hits at 50 µM; AID 651550, 2012; in the data active means activity change below about -80%; inconclusive means mostly about -51% to -80%; further: on the % scale 0 is the no-effect control and ±100 the full control effect
#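 Single-point screen (50 µM final compound) in Neuro2A cells stimulated 20 min with 6 nM IGF at 37 deg C. After lysis, Ser473-phosphorylated Akt read by HTRF (ex 330 nm, em 615/665 nm) as the 665/615 ratio.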
# GLP-1R inv ag = qHTS of GLP-1 Receptor Inverse Agonists (Inhibition Mode). Glucagon-like peptide 1 receptor (Homo sapiens), P43220. Potency, µM (top dose mostly 38.3 µM), inactives show at the highest dose activity change, negative = inhibition, most hits filed as inhibitors. HEK293 GLP-1R CRE-luciferase, luminescence, 24 h; GLP-1R form is constitutively active. AID 624417, 2012. hit rate 1.6% among 410,000; further: potency means the concentration at half of the fitted maximal effect; on the % scale 0 is the no-effect control and ±100 the full control effect; nearly all actives have a fitted effect of over 55% in size
#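 qHTS in 1536-well format: reporter HEK293 cells expressing constitutive GLP-1R activity in DMEM + 10% Nu serum, 24 hr with compounds at 37 deg C, luminescence read after 12 min with detection reagent.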
# Abeta yeast res = qHTS for compounds that reverse cellular toxicity of Amyloid beta (A-beta) peptide in yeast: Primary Screen; hit rate 0.063% among 410,000; Potency, µM (titrated, usually from 46.1 µM), for the others: at the highest dose growth rescue, most hits filed as activators; yeast expressing A-beta42, growth rescue, OD600, 48 h; response scale: 0% DMSO, 100% iron-clioquinol control; further: potency means the concentration at half of the fitted maximal effect; nearly all actives have a fitted effect of over 55% in size
#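 Yeast A-beta toxicity model in growth medium with pinned compounds, 48 h at 30 C; growth read as absorbance at 600 nm. Normalized to FeCl3/clioquinol equimolar mix (positive) and DMSO (negative).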
# D3 antag = qHTS of D3 Dopamine Receptor Antagonist: qHTS | D(3) dopamine receptor (Homo sapiens), P35462 | D3R cells, DiscoveRx beta-arrestin luminescence, antagonist mode; active compounds read low | max response, negative = inhibition, % | hit rate 2.5% among 360,000; in the data active means max response below about -50%; inconclusive means no clear call, values can overlap the other calls; further: on the % scale 0 is the no-effect control and ±100 the full control effect; mostly tested at two doses, the higher about 12 µM
# Target sequence (P35462 whole entry, looked up): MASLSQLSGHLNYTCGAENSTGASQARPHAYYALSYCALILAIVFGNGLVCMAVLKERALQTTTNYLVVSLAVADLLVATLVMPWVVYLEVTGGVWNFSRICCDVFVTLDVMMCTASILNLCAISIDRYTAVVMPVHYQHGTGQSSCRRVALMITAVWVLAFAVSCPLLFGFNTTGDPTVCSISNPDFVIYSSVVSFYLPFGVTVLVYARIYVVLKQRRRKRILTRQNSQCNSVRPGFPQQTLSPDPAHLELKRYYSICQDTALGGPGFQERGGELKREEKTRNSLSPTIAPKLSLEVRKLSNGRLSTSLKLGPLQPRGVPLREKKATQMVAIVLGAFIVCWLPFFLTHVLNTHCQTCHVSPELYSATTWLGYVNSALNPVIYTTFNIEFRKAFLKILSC
#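 Cells plated overnight at 1500 cells/well, then exposed to library compounds with dopamine controls for 90 minutes at 37 degrees C. DiscoveRx reagent added for 30–60 minutes at room temperature; luminescence read, quantitative HTS format.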
# FUS yeast rescue = qHTS for Suppressors of FUS Proteinopathy: Primary screen using FUS-linked yeast assay; S. cerevisiae FUS-expressing, growth rescue, OD600, 24 h; Potency, µM (series often up to 76.6 µM), without a hit: at the top dose growth rescue (activation), most hits filed as activators; hit rate 0.24% among 390,000;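 further: potency means the concentration at half of the fitted maximal effect; plate controls were DMSO vehicle for no effect and reference control for full effect; nearly all actives have a fitted effect of over 55% in size; some results filed as inactive show a strong effect at the top dose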
#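 Yeast FUS proteinopathy model; galactose-induced FUS (2%), starting OD 0.005. Cpds in dilution series, 24hr, 30C, 99% humidity. Abs 600 nm growth. Pos ctrl CP55940 (top 92uM final); neg ctrl DMSO.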
# aSyn rescue = qHTS of alpha-syn Inhibitors | Yeast expressing alpha-synuclein, growth rescue, BacTiter-Glo, 24 h | Potency, µM (top dose mostly 46.1 µM), for inactives: at the top dose growth rescue (activation), actives largely listed as activators | hit rate 0.14% among 370,000 | AID 652106, 2013; further: potency means the concentration at half of the fitted maximal effect; % of control where 0% means no effect; nearly all actives have a fitted effect of over 65% in size
#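 Readout is rescue of growth in alpha-synuclein-expressing yeast, so inhibitors of toxicity appear as activators. Growth after 24 hr at 30 deg C in galactose medium is quantified by luminescence.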
# PTHR1 ag = qHTS for PTHR1 Agonists: Primary Screen. Potency, µM (doses to about 115 µM), inactives show top-dose activation, actives largely listed as activators. HEK293 GP2 PTHR1 cells, GloSensor cAMP luminescence, 1 h. hit rate 0.075% among 410,000. Parathyroid hormone/parathyroid hormone-related peptide receptor (Homo sapiens), Q03431; further: potency means the concentration at half of the fitted maximal effect; nearly all actives have a fitted effect of over 55% in size; some results filed as inactive show a strong effect at the top dose; inactives centre near -15; many of its hits are not listed in these tables
# Target sequence (Q03431 whole entry, looked up): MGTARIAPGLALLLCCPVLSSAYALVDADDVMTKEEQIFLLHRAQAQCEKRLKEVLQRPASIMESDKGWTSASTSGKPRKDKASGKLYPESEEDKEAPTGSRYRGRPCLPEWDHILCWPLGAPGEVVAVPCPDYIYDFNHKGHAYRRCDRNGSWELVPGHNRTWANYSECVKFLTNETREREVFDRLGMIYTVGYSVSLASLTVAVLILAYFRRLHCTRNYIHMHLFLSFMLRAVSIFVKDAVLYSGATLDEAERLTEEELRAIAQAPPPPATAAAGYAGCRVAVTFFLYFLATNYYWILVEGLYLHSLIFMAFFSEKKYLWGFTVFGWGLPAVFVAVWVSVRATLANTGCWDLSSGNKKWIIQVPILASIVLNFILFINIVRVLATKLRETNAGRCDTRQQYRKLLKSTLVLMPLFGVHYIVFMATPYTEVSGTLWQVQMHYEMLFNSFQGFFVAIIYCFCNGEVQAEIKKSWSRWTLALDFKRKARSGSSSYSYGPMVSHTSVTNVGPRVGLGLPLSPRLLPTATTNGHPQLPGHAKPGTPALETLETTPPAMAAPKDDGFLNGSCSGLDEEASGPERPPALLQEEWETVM
#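 HEK-293-derived GP2 cells expressing PTHR1 and a GloSensor cAMP reporter, 3,000/well, plated overnight, given luciferin plus IBMX (each 0.5 mM as added) for 1 h at 37 °C, then compound for 1 h at 37 °C. Luminescence was read after 15 min at room temperature.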
# TDP-43 yeast inh = qHTS of TDP-43 Inhibitors | hit rate 1.8% among 410,000 | AID 652104, 2013 | Potency, µM (top dose mostly 46.1 µM), for the others: at the highest dose growth rescue (activation), usual class: activators | TDP-43 expressing yeast growth rescue, BacTiter-Glo, 24 h; further: potency means the concentration at half of the fitted maximal effect; % of control where 0% means no effect; nearly all actives have a fitted effect of over 50% in size
#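 Galactose-induced TDP-43 yeast, OD600=0.02, compound pinned; 24 hr, 30 deg C; BacTiter-Glo luminescence for growth. Inhibitors of TDP-43 toxicity read as activators.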
# GLP1R ag = qHTS of GLP-1 Receptor Agonists; HEK293 GLP-1R CRE-luciferase, luminescence, 4-6 h; cells express a hypersensitive GLP-1R form; Potency, µM (doses to about 45.6 µM), without a hit: at the top dose activation, actives largely listed as activators; hit rate 0.007% among 380,000; AID 624172, 2012; further: potency means the concentration at half of the fitted maximal effect; % of control where 0% means no effect
# Numbers without * were called inactive; i = inactive; ? = inconclusive; · = not tested or not shown; & = joins results of further samples; [ ] = dose if it differs, or a comment. Unless noted, the call rests on the fitted dose curve; in most records, active means well fitted curve in the direction sought with a large enough effect; inconclusive means small, poorly fitted or top-dose-only effect, or another doubt; inactive means no such curve, though single readings can be large; an effect the other way counts as inactive or inconclusive. This is a subset; count on the stated rates, not on these rows.
SMILES,Akt phos inh,GLP-1R inv ag,Abeta yeast res,D3 antag,FUS yeast rescue,aSyn rescue,PTHR1 ag,TDP-43 yeast inh,GLP1R ag
CC(NC(=O)c1ccccc1Cl)C(=O)NCc1cccs1 (stereo unspecified),i,1%,13%,-1,7%,0%,i,4%,-12%
O=C(CCSc1ccccc1)N1CCN(C(=O)c2ccco2)CC1,i,4%,9%,-1,37%,8%,-39%[inhibitor][57.5 µM],-12%,-6%
NS(=O)(=O)c1ccc(NC(=O)COC(=O)CCc2c[nH]c3ccccc23)cc1,i,10%,5%,13,8%,4%,-29%,13%,-7%
O=[N+]([O-])c1cccc2cn[nH]c12,i,8%,-21%,3,-41%,0%&8%,-28%,13%,-3%
CCN(CC(=O)Nc1ccccc1C(F)(F)F)C(=O)c1cc(S(=O)(=O)N2CCCCCC2)ccc1OC,i,-21%,4%,26,27%,1%,-33%[inhibitor],0%,-11%
Cc1ccccc1CS(=O)(=O)CCC(=O)O,i,14%,0%,10,-35%,6%,i,-8%,-5%
O=C(CSc1nc2ccccc2c(=O)n1-c1ccccc1)NCc1ccc2c(c1)OCO2,i,-27%,-40%[inhibitor],-15,21%,5%,-2%[57.5 µM],-8%,8%
COc1ccccc1N(CC(=O)Nc1cccnc1)S(C)(=O)=O,i,0%,8%,-17,-6%,0%,i,-10%,-2%
CC1=CC(c2ccc(Cl)cc2)n2nc(NC(=O)CCC(=O)O)nc2N1 (stereo unspecified),i,0%,-3%,-14,17%,1%,i,3%,0%
CC(C)(C)C1CCc2nc(NC(=O)COc3ccc(F)cc3)sc2C1 (stereo unspecified),·,?,-17%,·,2%,·,i,-6%,·
CC(=O)Nc1ccc(NC(=O)CSc2nccn2Cc2ccco2)cc1,i,13%,-8%,-5,·,6%,i,-19%,-8%
Cc1ccccc1CN(C)C[C@@H]1OCc2cnnn2CCCC(=O)N([C@@H](C)CO)C[C@H]1C,i,5%,3%,-15,-30%,-3%,-2%,15%,-1%
O=C(/C=C\Nc1ccc2c(c1)OCO2)c1cccs1,i,2.2µM*,-25%,7,11%,4%,-46%[inhibitor],?,-2%
CC(C)OC(=O)c1c2c(n3ccccc13)C(=O)c1ccccc1C2=O,i,48%[activator],-18%,51,-16%,4%,-1%,10%,8%
OCCC1CN(Cc2ccc3ncccc3c2)CCN1Cc1ccccc1 (stereo unspecified),i,-4%,-16%,0,18%,-10%,i,-19%[9.22 µM],14%
Cc1cc(N/N=C/c2c[nH]c3ccccc23)c2ccccc2n1,i,20%,-17%,-8,2%,-2%,i,20%,6%
Cc1cnc(C(=O)OC(C)C(=O)Nc2ccccc2-c2ccccc2)cn1 (stereo unspecified),i,11%,-11%,-20,12%,-2%,-19%,17%,-1%
CC(C)Cc1ccc(C2=CSC3=NCCN23)cc1,i,?,-30%,3,-9%,-1%,i,-10%,12%
CCCNC(=O)C(Cc1ccc(C(F)(F)F)cc1)NC(=O)c1ccc2ccccc2n1 (stereo unspecified),i,-3%,0%,18,-7%,2%,-13%,19%,-3%
COc1ccc(N2C(=O)C(=O)/C(=C(/O)c3ccc(C)cc3)C2c2cccnc2)cc1 (stereo unspecified),i,9%,4%,13,15%,0%,-22%,16%,-2%
CN1CCN(NC(=O)c2cccc3ccccc23)CC1,i,-14%,16%,6,-3%,2%,-24%,8%,6%
Cc1ccc(N/N=C2\COC(C)(C)CC2=O)cc1,i,-5%,-7%,-20,·,0%,-19%,8%,-1%
Nc1nnc(/C=C/c2cccc([N+](=O)[O-])c2)s1,i,7%,-25%,-25,3%,-8%,-5%,-14%,7%
CC1=NOC(=O)/C1=C/c1ccc(N(C)C)cc1,·,0%,12%,-8,17%,-7%,-7%[57.5 µM],0%,-15%
Cc1ccc(C(=O)Nc2cccc(C(F)(F)F)c2)cc1NC(=O)c1nccnc1N,i,3%&16%,5%&8%,-17&36,-29%&3%,1%&2%,-61%&-19%[inhibitor],7%&18%,12%&6%
# More results follow.
SMILES,Akt phos inh,GLP-1R inv ag,Abeta yeast res,D3 antag,FUS yeast rescue,aSyn rescue,PTHR1 ag,TDP-43 yeast inh,GLP1R ag
CCCCNC(=O)c1ccccc1Cl,i,0%,-7%,15,4%,5%,-3%[57.5 µM],12%,-1%
CCC(C)S(=O)(=O)c1oc(-c2cccs2)nc1S(=O)(=O)c1ccccc1 (stereo unspecified),·,?,-9%,·,-2%,·,-41%[inhibitor],11µM*,·
[O-]C(=C(C(=S)Nc1cccc2ccccc12)[n+]1cccc(CO)c1)c1ccc(Cl)s1,i,-24%,-8%,-2,·,-5%,-6%,18%,-17%
CCOc1ccc(-n2cc(C(=O)N3CCCCCC3)c3cc(OC)c(OC)cc3c2=O)cc1,i,-28%,3%,-1,29%,1%,?,-3%,21%
CCN(CC)CCNc1ncnc2c1sc1nc(N3CCOCC3)c3c(c12)CC(C)(C)SC3,·,3%,4%,-22,-29%,·,0%,-10%,-10%
CSCCCNC(=S)N(C)CC(=O)Nc1ccc(C)cc1,i,2%,-25%,?,-18%,-4%,-2%,-5%,-2%
COc1ccc(NC(=O)CN(C)S(=O)(=O)c2ccc3nc(C)sc3c2)cc1,·,10%,0%,·,7%,·,-7%,15%,·
CSC1=NCCN1C(=O)Cc1ccc(F)cc1,i,4%,8%,23,-23%,1%,-22%,11%,4%
CCc1cc(C(=O)N2CCN(C(=O)c3ccccc3)CC2)sc1C,i,-29%,8%,2,5%,2%,-7%,?,-9%
CC[n+]1ccc(/C=C2\Sc3ccccc3N2CCCS(=O)(=O)[O-])c2ccccc21,i,-17%[7.66 µM],1%,4,1%,3%,i,-12%[9.22 µM],0%
OC(c1nc2ccccc2[nH]1)C(O)C(O)C(O)c1nc2ccccc2[nH]1 (stereo unspecified),i,33%[activator],3%,8,0%,1%,i,8%,-9%
CCOC(=O)/C=C/S(=O)(=O)c1ccc(NC(C)=O)cc1,i,?,-39%[inhibitor],-76*,3%,-7%,-29%,12%,-16%
O=C(NCCCN1CCOCC1)c1cc(S(=O)(=O)N2CCCCC2)ccc1Cl,i,-24%,10%,5,-4%,-5%,i,?,0%
C=C1SC(Nc2c(C)cccc2C)=NC12CCCCC2,i,?,7%,-17,14%,-1%,-20%,-8%,5%
CON(C)C(=O)c1ccccc1N(C)C(=O)OC(C)(C)C,i,3%,-3%,-8,-14%,3%,-15%,7%,11%
Cc1ccc2[nH]c(=O)c3cc(C(=O)NCCC(C)C)sc3c2c1,i,?,4%,-5,14%,-2%,i,14%,9%
Cc1cc(=O)oc2cc(O[C@@H]3O[C@H](CO)[C@@H](O)[C@H](O)[C@H]3O)ccc12,i,12%,-13%,1,-43%,2%,-24%,11%,-3%
CCN(C(=O)COc1cccc(-n2cnnn2)c1)C1CCS(=O)(=O)C1 (stereo unspecified),i,47%[activator],-9%,17,3%,4%,i,-8%,-5%
CCC(=O)c1ccc(OCC(=O)NC2(C#N)CCCCC2)cc1,i,3%,-19%,2,0%,2%,-43%[inhibitor],0%,3%
COc1ccc(N2CCN(C(=O)CCC(=O)N3CCOc4ccc(C)cc43)CC2)cc1,i,?,10%,-1,11%,-1%,-34%[inhibitor],4%,3%
CCN1CCCC1CN(Cc1cc2ccc(C)cc2[nH]c1=O)C(=S)Nc1ccc(F)cc1 (stereo unspecified),i,-16%,-5%,-82*,-16%,6%,18%,?,1%
CC(Nc1nc(-c2ccc(Cl)cc2)cs1)c1nc2cc(Cl)c(N3CCCCC3)cc2n1CCOCCO (stereo unspecified),i,?,-9%,0,?,-18%,-94%[inhibitor],12%,-6%

# Filtered by structure: those above with fluorine (six)
SMILES,Akt phos inh,GLP-1R inv ag,Abeta yeast res,D3 antag,FUS yeast rescue,aSyn rescue,PTHR1 ag,TDP-43 yeast inh,GLP1R ag
CCN(CC(=O)Nc1ccccc1C(F)(F)F)C(=O)c1cc(S(=O)(=O)N2CCCCCC2)ccc1OC,i,-21%,4%,26,27%,1%,-33%[inhibitor],0%,-11%
CC(C)(C)C1CCc2nc(NC(=O)COc3ccc(F)cc3)sc2C1 (stereo unspecified),·,?,-17%,·,2%,·,i,-6%,·
CCCNC(=O)C(Cc1ccc(C(F)(F)F)cc1)NC(=O)c1ccc2ccccc2n1 (stereo unspecified),i,-3%,0%,18,-7%,2%,-13%,19%,-3%
Cc1ccc(C(=O)Nc2cccc(C(F)(F)F)c2)cc1NC(=O)c1nccnc1N,i,3%&16%,5%&8%,-17&36,-29%&3%,1%&2%,-61%&-19%[inhibitor],7%&18%,12%&6%
CSC1=NCCN1C(=O)Cc1ccc(F)cc1,i,4%,8%,23,-23%,1%,-22%,11%,4%
CCN1CCCC1CN(Cc1cc2ccc(C)cc2[nH]c1=O)C(=S)Nc1ccc(F)cc1 (stereo unspecified),i,-16%,-5%,-82*,-16%,6%,18%,?,1%

# Structures above marked active in D3 antag:
mol | Akt phos inh | GLP-1R inv ag | D3 antag | FUS yeast rescue | PTHR1 ag | GLP1R ag
CCOC(=O)/C=C/S(=O)(=O)c1ccc(NC(C)=O)cc1 | i | ? | -76* | 3% | -29% | -16%
CCN1CCCC1CN(Cc1cc2ccc(C)cc2[nH]c1=O)C(=S)Nc1ccc(F)cc1 (stereo unspecified) | i | -16% | -82* | -16% | 18% | 1%
